# Screening data from PubChem BioAssay.
# RAM network inh – blocks the yeast RAM network. 190,000 tested, 1.8% active. S. cerevisiae dse1pr::URA3 reporter, 5-FOA growth OD615, 2 d; analog-sensitive cbk1-as2 kinase mutant strain. inhibition, % at 50 µM. AID 868;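 active = inhibition above a set limit, 3 SD over mean compound inhibition, cut at about 8.4% in these data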;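 note: 0% = DMSO-only wells with no growth and 100% = 10 µM 1-NA-PP1 full growth; inhibition rescues growth on 5-FOA so higher OD means more RAM inhibition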
# TNAP act hiacc – activators of human TNAP at high phosphate acceptor concentration | P05186 | purified TNAP, CDP-star luminescence, 1 M DEA, 30 min; active compounds read high; 0 = EDTA background, 1 = DMSO-only activity | activation factor at 20 µM | 200,000 tested, under 10 active | AID 1136;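 active = activation factor at least 2 at 20 µM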
# Target sequence (P05186 whole entry, looked up): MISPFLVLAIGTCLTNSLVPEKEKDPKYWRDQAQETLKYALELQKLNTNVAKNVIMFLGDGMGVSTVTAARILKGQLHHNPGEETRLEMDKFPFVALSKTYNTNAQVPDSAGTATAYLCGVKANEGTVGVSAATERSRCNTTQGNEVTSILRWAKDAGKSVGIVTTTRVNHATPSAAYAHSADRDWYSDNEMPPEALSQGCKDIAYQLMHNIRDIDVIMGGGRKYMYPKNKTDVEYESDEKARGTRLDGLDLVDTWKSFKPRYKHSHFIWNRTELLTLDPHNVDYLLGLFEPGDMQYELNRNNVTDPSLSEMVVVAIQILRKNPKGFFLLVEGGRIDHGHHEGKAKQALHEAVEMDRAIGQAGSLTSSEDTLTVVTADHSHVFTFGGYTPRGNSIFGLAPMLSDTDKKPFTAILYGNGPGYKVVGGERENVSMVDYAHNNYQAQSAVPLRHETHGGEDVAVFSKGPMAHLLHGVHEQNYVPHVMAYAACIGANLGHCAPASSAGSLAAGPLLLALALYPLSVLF
#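 Dosing: 20 µM single point. System: human TNAP. Amount: TNAP 1/800 final. Incubation: 30 min, room temperature. Read-out: TNAP activation factor scaled between EDTA and DMSO control wells. Signal: luminescence from CDP-star hydrolysis. Medium: 1 M DEA, pH 9.8, Mg2+, Zn2+. Control set: EDTA negative control, DMSO positive control.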
# TNAP inh hiacc – inhibitors of human TNAP at high phosphate acceptor concentration; P05186; purified TNAP, CDP-star luminescence, 1 M DEA; inhibition, % at 20 µM; 200,000 tested, 0.03% active; AID 1135;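 active = over 50% inhibition of tissue-nonspecific alkaline phosphatase at 20 µM in the single-dose screen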;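 note: plate controls were DMSO wells for no effect and EDTA-quenched wells as full inhibition for full effect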
# FLuc act counter – firefly luciferase counter-screen for stimulation assays; activation factor at 10 µM; ATPlite luciferase biochemical, luminescence, 10 min; 0 = ATP-free wells, 1 = DMSO control; 200,000 tested, under 10 active;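 active = luciferase activation factor, scaled between plate controls, of at least 2 with compound at 10 µM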
#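 System: cell-free luciferase reagent; medium: PBS as buffer for the ATP substrate; doses: test compounds dosed from 2 mM stocks in 100% DMSO; incubation: 10 min, room temperature; measured by: luminescence from luciferase reaction; read-out: luciferase activation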
# bIAP inh – intestinal alkaline phosphatase (bovine) inhibition. AID 1019. inhibition, % at 20 µM. 190,000 tested, under 10 active. purified bovine IAP, CDP-star luminescence, 30 min;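 active = over 50% inhibition of intestinal alkaline phosphatase at 20 µM in the single-dose screen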
#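 System: purified bovine intestinal alkaline phosphatase (IAP) enzyme; Input: IAP diluted 1/65,000,000 in the well; Measured by: CDP-star luminescence signal; Compound dosing: 20 µM single dose; Incubation: 30 min reaction at room temperature.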
# TNAP inh noacc – blocks human TNAP activity with no phosphate acceptor present | P05186 | purified TNAP, CDP-star luminescence, 30 min | inhibition, % at 20 µM | 200,000 tested, 0.26% active | AID 1012;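 active = tissue-nonspecific alkaline phosphatase inhibition above about 50% at 20 µM in the single-dose screen, limit read from the data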;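 note: 0% = DMSO negative control and 100% = EDTA positive control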
# FLuc inhib CS – inhibits firefly luciferase, flagging false hits in luciferase inhibition screens. P08659. AID 1006. ATPLite firefly luciferase biochemical luminescence, 10 min. 200,000 tested, 1.5% active. inhibition, % at 10 µM;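 active = inhibition above about 50% when tested at 10 µM, limit read from the data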
# APP 5UTR inh – APP translation inhibition; AID 1285; 190,000 tested, 0.82% active; inhibition, % at 2 µM; SH-SY5Y APP 5'UTR-luciferase reporter, luminescence;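 active = inhibition above a set limit, derived from the sample mean plus 3 SD, cut at about 45% in these data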; note: values of inactives mirror those of a sister screen read the other way
# bIAP activator – intestinal alkaline phosphatase (bovine) activation; purified bovine IAP, CDP-star luminescence, 30 min; active compounds read high; fold of DMSO-control signal, blank-subtracted; activation factor at 20 µM; 200,000 tested, 0.17% active;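 active = activation factor of 2 or more at 20 µM, a signal rise over negative controls twice the positive control's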
# Lmaj promast – inhibitors of Leishmania major promastigote growth; AID 1063; inhibition, % at 10 µM; Leishmania major promastigotes, resazurin fluorescence viability; 200,000 tested, 9% active; in the data active = inhibition above about 50%;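 note: promastigotes grown with compound for 44 hours at 28 °C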
# Active calls of the source: *; nt = not tested or not shown.
SMILES,RAM network inh,TNAP act hiacc,TNAP inh hiacc,FLuc act counter,bIAP inh,TNAP inh noacc,FLuc inhib CS,APP 5UTR inh,bIAP activator,Lmaj promast
CCCCN(C)CCCNC(=O)c1ccc(N2CCCC2=O)cc1,1.9,1,-4,1.1,-1,-5,-12,-1,1,51*
O=C(CCN1C(=O)S/C(=C/c2ccc(Cl)cc2)C1=O)N1CCOCC1,0.5,1,4,1,30,-14,0,4,0.7,2
CCOc1ccc(-c2nc[nH]c2[N+](=O)[O-])cc1,0.7,1,1,1.1,-3,4,-10,-1,1,-7
Cc1ccc(N(Cc2ccc(C(=O)NN=C3CCN(C)CC3)cc2)S(C)(=O)=O)cc1C,2.4,1,1,1.1,-5,-9,-5,2,1.1,34
O=S(=O)(c1cccc(-c2n[nH]c(=S)n2C2CCCC2)c1)N1CCOCC1,1.7,1,-1,0.9,-13,-12,6,-23,1.1,-3
COc1ccc(/C=C/C(=O)N2CCN(c3ccccn3)CC2)c2ccccc12,1.0,1,-2,1,-9,-5,-4,3,1.1,-3
CC(=O)c1c(C)[nH]c(C)c1C(C)=O,1.6,1.1,-7,1,6,-10,-5,16,0.9,-2
COc1cc2cc(C(c3nnnn3C(C)(C)C)N3CCc4ccccc43)c(=O)[nH]c2cc1OC (stereo not given),5.0,1,-1,1,-11,-7,-5,-17,1.1,7
CCCNC(=O)c1nc(C)n(-c2cc(Cl)ccc2Cl)n1,0.8,1,-2,1,-1,-11,1,-31,1,2
COc1cccc(/C=N/NC(=O)CC(=O)NCCc2ccc(OC)c(OC)c2)c1,0.5,1.1,-8,1,-3,-11,-5,1,1,-2
O=C(O)CC1S/C(=N/N=C/C=C/c2ccccc2[N+](=O)[O-])NC1=O (stereo not given),-0.2,1,-2,1.1,18,-4,-6,2,0.8,29
CC1CC(C)(C)NC(=S)N1CCC(=O)NCc1ccc(F)cc1 (stereo not given),0.4,1,1,1.1,6,-2,-6,-6,0.9,-12
CC(C)COc1ccc(-c2nnc(-c3ccco3)o2)cc1,3.7,1,2,0.4,17,-1,60*,-187,0.8,-5
CCCCNC(=O)Nc1cc(C(=O)OC)ccc1C,-0.3,1,-4,1,15,-14,-2,-10,0.9,4
N#Cc1ccc(CSc2nnc(COc3ccccc3)n2-c2ccccc2)cc1,4.3,1,-1,1.1,13,-14,-6,nt,0.9,12
CCN1C(=O)c2cccc3c(S(=O)(=O)Nc4ccccn4)ccc1c23,-1.0,1,0,1,-1,-9,-4,-2,1,2
Cc1ccc(/C=N/NC(=O)c2cccs2)cc1[N+](=O)[O-],0.4,1,-1,0.8,-3,-6,22,-17,1,8
O=C(Cn1nc(Cl)nc1Cl)c1cc2ccccc2oc1=O,-0.3,1,-5,1.1,9,4,-13,-4,0.9,22
Cc1cc(C)c2nc(NC(=O)c3ccc4c(c3)OCO4)sc2c1,6.7,1,0,1,23,6,-2,9,0.8,1
Cc1ccc(CN2CCc3c(OCC(=O)Nc4cccc(C)c4C)cccc3C2=O)cc1,1.2,1,-2,1,-13,10,-4,-15,1.1,97*
O=C1C2C3C=CC(CNS(=O)(=O)c4ccccc4)(O3)C2C(=O)N1c1ccc(Cl)cc1 (stereo not given),4.3,1,0,1.1,10,9,-6,24,0.9,-7
COC(=O)Cn1c(=NC(=O)c2ccc([N+](=O)[O-])s2)sc2cc(Br)ccc21,-1.7,1,1,1.1,17,-4,-8,0,0.8,100*
CN1CCc2nc(SCC(=O)Nc3ccc(F)cc3)c(C#N)cc2C1,2.1,1,-3,1.1,5,-8,-10,-17,0.9,6
CCO[C@H]1OC(C(=O)N2CCN(Cc3ccc4c(c3)OCO4)CC2)=C[C@@H](c2cn(C(C)=O)c3ccccc23)[C@@H]1CCCO,0.0,1.1,-7,1.1,-13,-7,-6,-19,1.1,47
CS/C(N)=N/N=C/c1ccc([N+](=O)[O-])cc1,0.6,0.9,6,0.7,6,15,35,-41,0.9,0
SMILES,RAM network inh,TNAP act hiacc,TNAP inh hiacc,FLuc act counter,bIAP inh,TNAP inh noacc,FLuc inhib CS,APP 5UTR inh,bIAP activator,Lmaj promast
COc1ccc(C(=O)N2CCN(C(=O)c3ccc(-c4ccccc4)cc3)CC2)cc1OC,0.6,1,-3,1,13,-14,-2,-3,0.9,-3
O=C(COc1ccccc1Br)NCc1ccccn1,-0.9,1,2,1,5,-8,2,2,1,-6
C=CCNC(=O)CN1CCC(n2nnc3cc(C(F)(F)F)ccc32)CC1,-3.3,1,-2,1.1,-22,-4,-8,-2,1.2,32
Cc1cc(OCC(=O)N[C@@H](Cc2ccccc2)c2nc3ccccc3[nH]2)ccc1Cl,6.3,1,-2,1,26,-19,-3,-4,0.7,-4
CC(C)OC(=O)/C(=C\C=C\c1ccccc1)NC(=O)c1ccccc1,1.4,1,-2,1,1,-8,-5,-8,1,-4
COc1cc(NS(=O)(=O)c2ccc(Nc3nc(-c4ccccn4)cs3)cc2)nc(OC)n1,1.7,1,-4,1.1,-18,-23,-8,-5,1.2,-5
COc1cccc(-c2nc(Oc3cc(C)cc(C)c3)c3ccccc3n2)c1O,3.1,1,-1,1.1,-9,-1,-7,-6,1.1,1
CCN(CC)c1ccc(NC(=O)c2cccnc2)cc1,2.4,1,1,0.9,10,0,8,3,0.9,2
CCOc1ccc(NC(=O)CC2C(=O)N(c3ccccc3)C(=O)N2Cc2ccco2)cc1 (stereo not given),1.6,1,-5,1,1,-10,-2,7,1,5
N#Cc1cn(CC(=O)NCC2CCCO2)c2ccccc12 (stereo not given),1.4,1.1,-6,1.1,8,-7,-6,-3,0.9,-4
COC(=O)C1CCN(CC(=O)Nc2ccccc2Sc2ccccc2)CC1,0.1,1,-4,1,-6,-7,-1,-4,1.1,52*
CCNC(=S)N(CCc1ccc(S(N)(=O)=O)cc1)C1CC(=O)N(c2ccccc2)C1=O (stereo not given),2.4,1,-5,1.1,2,-4,-8,4,1,-9
Cc1ccc(C(C(=O)NCc2ccco2)N(C(=O)CNC(=O)c2cccs2)c2c(C)cccc2C)cc1 (stereo not given),3.0,1,5,1,0,-9,-4,nt,1,10
COc1cccc2cc(C(=O)Nc3cccnc3N3CCOCC3)c(=O)oc12,3.7,1,2,1,13,-4,-5,1,0.9,9
Nc1nc(NCCCN2CCOCC2)nc(Nc2ccccc2)c1[N+](=O)[O-],-0.4,1,0,1,22,-8,-4,12,0.8,48
CCSc1nnc([C@H](C)NC(=O)OC(C)(C)C)o1,2.4,1.1,-10,1.1,4,-17,-6,-14,1,-7
Cc1nn(C)c(C)c1S(=O)(=O)N(CC(=O)NC1CCCCCC1)c1ccc(C(C)C)cc1,3.1,1.1,-6,1.1,6,4,-8,-12,0.9,-9
CCN1CCN(C(=O)c2ccc(Cl)c(S(=O)(=O)N3CCCCCC3)c2)CC1,0.0,1,5,1,-1,-2,2,8,1,-2
COc1ccc(S(=O)(=O)N2CCC(C(=O)NCc3ccccn3)CC2)cc1OC,1.7,1.1,-7,1,6,-18,-5,-9,0.9,-6
COc1ccc(C2C=C(c3cccs3)Nc3nc(CCCO)nn32)cc1 (stereo not given),1.6,1,1,1,8,28,2,13,0.9,-3
CC(C)NC(=O)COC(=O)/C=C/c1ccc(F)cc1,-1.3,1.1,-5,1,14,-10,-5,-16,0.9,41
Cn1c(N)c(C(=O)COC(=O)c2cccc(S(=O)(=O)N3CCCCC3)c2)c(=O)n(C)c1=O,-0.2,1.1,-6,1.2,8,-9,-18,8,0.9,-4
O=C(COC(=O)c1cccc(S(=O)(=O)N2CCCC2)c1)Nc1ccccc1,-0.6,1,1,1,12,-4,4,-3,0.9,-3
COc1ccccc1N1CCN(C(=O)Nc2ccc(F)c(Cl)c2)CC1,0.5,1.1,-7,1,1,-7,-4,-12,1,16
CCOC(=O)c1cc(CC)sc1NC(=O)COC,-1.2,1,0,1.1,-1,-3,-5,-14,1,-6
O=C(CN1C(=O)c2cccc3cccc1c23)Nc1ccc2c(c1)OCO2,2.9,1,-4,1.1,7,-4,-9,-7,0.9,-4
CCOC(=O)N1CCC(N2CCN(S(=O)(=O)c3ccc(OC)cc3)CC2)CC1,1.7,1,0,1,-1,-7,-3,1,1,-4
COc1cc(/C=N/NC(=O)CCN2CCN(c3ccccc3)CC2)cc(OC)c1OC,1.7,1,1,1,4,-4,-4,-3,1,-4

# Among those listed so far, these contain a Cl atom.
SMILES,RAM network inh,TNAP act hiacc,TNAP inh hiacc,FLuc act counter,bIAP inh,TNAP inh noacc,FLuc inhib CS,APP 5UTR inh,bIAP activator,Lmaj promast
O=C(CCN1C(=O)S/C(=C/c2ccc(Cl)cc2)C1=O)N1CCOCC1,0.5,1,4,1,30,-14,0,4,0.7,2
CCCNC(=O)c1nc(C)n(-c2cc(Cl)ccc2Cl)n1,0.8,1,-2,1,-1,-11,1,-31,1,2
O=C(Cn1nc(Cl)nc1Cl)c1cc2ccccc2oc1=O,-0.3,1,-5,1.1,9,4,-13,-4,0.9,22
O=C1C2C3C=CC(CNS(=O)(=O)c4ccccc4)(O3)C2C(=O)N1c1ccc(Cl)cc1 (stereo not given),4.3,1,0,1.1,10,9,-6,24,0.9,-7
Cc1cc(OCC(=O)N[C@@H](Cc2ccccc2)c2nc3ccccc3[nH]2)ccc1Cl,6.3,1,-2,1,26,-19,-3,-4,0.7,-4
CCN1CCN(C(=O)c2ccc(Cl)c(S(=O)(=O)N3CCCCCC3)c2)CC1,0.0,1,5,1,-1,-2,2,8,1,-2
COc1ccccc1N1CCN(C(=O)Nc2ccc(F)c(Cl)c2)CC1,0.5,1.1,-7,1,1,-7,-4,-12,1,16
